High-throughput results from PubChem BioAssay.
KOR beta-arrestin-1: KOR agonists, beta-arrestin recruitment, primary screen, cell-based, luminescence, uHTS (AID 1777) | 280,000 tested, 0.02% active | Kappa-type opioid receptor (Homo sapiens) | KOR beta-arrestin recruitment, luminescence; higher % means a stronger effect | activation, % at 10 µM, or EC50 in µM where a hit was titrated; in the data active means activation above about 50%, passing the limit was not always enough; further: a part of the inactive calls stands beside numbers as strong as those of hits
KOR beta-arrestin-2: KOR antagonists, beta-arrestin recruitment, cell-based, luminescence, uHTS (AID 1778); Kappa-type opioid receptor (Homo sapiens); KOR beta-arrestin recruitment, luminescence, antagonist mode; higher % means a stronger effect; inhibition, % at 10 µM, or IC50 in µM where a hit was titrated; 290,000 tested, 0.091% active; in the data active means inhibition above about 50%; further: strong numbers were not always called active
AID2073: inhibitors of Mint1-CaV2.2 protein interaction, biochemical, HTRF (AID 2073). HTRF protein-protein interaction, Mint1-CaV2.2; higher % means a stronger effect. 290,000 tested, 0.19% active. Voltage-dependent N-type calcium channel subunit alpha-1B (Homo sapiens). one-dose inhibition, % at 20 µM; IC50 in µM for titrated hits; in the data active means inhibition mostly above about 51%, no sharp cut-off; further: some results filed as inactive read as strong as hits
HIV peptide binding: inhibitors of HIV fusion peptide binding, primary screen, biochemical, uHTS, fluorescence dequenching (AID 1986). inhibition, % at 20 µM; hits with a dose series show IC50 in µM. cell-free peptide binding, fluorescence dequenching, 30 min; higher % means a stronger effect. 290,000 tested, 0.3% active; in the data active means inhibition mostly above about 52%, no sharp cut-off; inactive means mostly below about 76%; further: some results filed as inactive read as strong as hits
GPR35 arrestin U2OS: GPR35 antagonists blocking zaprinast-driven arrestin recruitment, primary screen, imaging, U2OS, beta-arrestin-GFP, zaprinast agonist (AID 2058). G-protein coupled receptor 35 (Homo sapiens). U2OS GPR35 beta-arrestin-GFP translocation imaging, zaprinast antagonism; higher % means a stronger effect. inhibition, % at 10 µM; hits with a dose series show IC50 in µM. 290,000 tested, 0.052% active;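 active means inhibition of at least 50% with at least 30 cells and total cytoplasm GFP at most 10,000,000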
NOD1 NF-kB reporter: NOD1 signaling inhibitors, primary screen, cell-based, luminescence, uHTS (AID 1578); NOD1-driven NF-kB luciferase reporter cells, luminescence; higher % means a stronger effect; inhibition, % at 4 µM, or EC50 in µM where a hit was titrated; 290,000 tested, 1% active; in the data active means inhibition mostly above about 36%, no sharp cut-off; inactive means mostly below about 34%;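 further: HEK-293T reporter cells stimulated with the NOD1 agonist gamma-tri-DAP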
GPR55 antagonists: GPR55 antagonists blocking LPI-driven arrestin recruitment, primary screen, imaging, U2OS, beta-arrestin-GFP, LPI agonist (AID 2013); one-dose inhibition, % at 10 µM; IC50 in µM for titrated hits; U2OS GPR55 beta-arrestin-GFP translocation imaging, LPI antagonism; higher % means a stronger effect; 290,000 tested, 0.13% active; G-protein coupled receptor 55 (Homo sapiens);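 active means spots per cell inhibited over 60%, with over 100 cells counted and total cytoplasm intensity under 500,000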;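 further: U2OS cells stably carrying GPR55 and arrestin-GFP stimulated by 5 µM LPI near EC80; imaged beta-arrestin-GFP aggregate spots per cell after agonist stimulation; plate controls were LPI-stimulated DMSO wells for no effect and DMSO wells without LPI for full effect; some results filed as inactive read as strong as hits; confirmed hits need IC50 under 10 µM and bright autofluorescent wells are also inconclusive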
Siah-1 displacement: Siah-1 peptide-binding antagonists, primary screen, biochemical, fluorescence polarization, rhodamine-plectin, uHTS (AID 1817); E3 ubiquitin-protein ligase SIAH1 (Homo sapiens); displacement, % at 20 µM; hits with a dose series show IC50 in µM; 290,000 tested, 0.02% active; Siah-1 / rhodamine-plectin peptide fluorescence polarization; higher % means a stronger effect;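 active means displacement of at least 50% at 20 µM, with a fluorescence ratio check between 0.3 and a set limit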;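 further: plate controls were Siah plus tracer with DMSO for no effect and tracer alone without Siah for full effect; strong numbers were not always called active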
GPR55 activation: GPR55 agonists via beta-arrestin recruitment, primary screen, imaging, U2OS cells, beta-arrestin-GFP redistribution (AID 1961) | G-protein coupled receptor 55 (Homo sapiens) | U2OS GPR55 beta-arrestin-GFP redistribution imaging; higher % means a stronger effect | one-dose activation, % at 10 µM; EC50 in µM for titrated hits | 290,000 tested, 0.048% active;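 active means activation above 40% with more than 50 cells counted in the well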;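 further: U2OS osteosarcoma cells stably expressing GPR55 and beta-arrestin-GFP; plate controls were DMSO negative control for no effect and LPI positive control for full effect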
Numbers without * were called inactive; · = not tested or not shown; [ ] = dose if it differs, or a comment. Some of the compounds tested, so the mix of outcomes need not match the whole.

SMILES	KOR beta-arrestin-1	KOR beta-arrestin-2	AID2073	HIV peptide binding	GPR35 arrestin U2OS	NOD1 NF-kB reporter	GPR55 antagonists	Siah-1 displacement	GPR55 activation
Cc1ccc(-c2noc(CSc3ccccc3)n2)cc1	-2.9%	32%	1%	0.6%	9%	-64%	-16%	-1%	-0.1%
CC(Oc1ccc(C#N)cc1)C(=O)c1ccc(F)c(F)c1 (configuration not stated)	-5.2%	14%	2%	-0.9%	-2%	-21%	19%	0%	-0.3%
Cc1noc(C)c1CSc1nc2ccccc2n1C	·	-11%	31%	3.0%	-2%	-32%	-9%	-4%	-1.0%
CCCc1cc(C(=O)N2CCN(c3ccc(C(F)(F)F)cn3)CC2)sc1C	-2.3%	-29%	12%	-0.8%	14%	-8%	-19%	3%	-0.1%
CCOc1ccc(-c2cc(N)n(S(=O)(=O)c3ccc(OC)c(OC)c3)n2)cc1	-3.1%	18%	-3%	5.1%	-1%	5%	2%	1%	0.3%
COc1ccc(OCC(=O)Nc2ccc(S(=O)(=O)N(C)c3ccccc3)cc2)cc1	-4.0%	-12%	2%	-0.8%	-8%	-22%	-2%	-3%	0.0%
O=C(O)C1C2C=CC(C2)C1C(=O)NCCCn1ccnc1 (configuration not stated)	-1.9%	8%	12%	-3.9%	21%	-11%	-1%	-2%	-0.4%
O=C(NC(=S)Nc1ccccc1Cl)c1cnn2c(C(F)(F)F)cc(C(F)(F)F)nc12	-1.6%	4%	1%	7.0%	8%	-6%	11%	5%	-0.1%
O=C(CN1C(=O)COc2ccc(S(=O)(=O)N3CCOCC3)cc21)NCc1ccco1	0.8%	16%	6%	-0.5%	-2%	-7%	1%	12%	-0.1%
CN(Cc1cccc([N+](=O)[O-])c1)Cc1cccc2ccccc12	6.2%	-21%[20 µM]	3%	2.2%	6%	-24%	16%	2%	0.1%
Cc1cc(C)c2nc(Nc3nc(-c4ccccc4)cc(=O)[nH]3)nc(C)c2c1	35%	-51%	27%	9.2%	-2%	-4%	9%	-8%	-0.1%
C[C@H](C(=O)NCc1ccccc1)C(=O)c1ccccc1	2.0%	-10%	1%	1.2%	8%	-26%	7%	-5%	0.0%
COCc1nnc(NC(=O)c2cc(C(=O)OC)cc([N+](=O)[O-])c2)s1	3.2%	-16%	-1%	2.3%	-5%	-21%	5%	3%	-0.1%
Cc1cc(C)nc(NS(=O)(=O)c2ccc(NC(=S)NC(=O)CC(C)C)cc2)n1	-3.7%	-17%	-4%	-1.0%	-6%	-19%	8%	5%	1.1%
CCc1cc2c(-c3ccccc3)cc(=O)oc2cc1OC(C)C(=O)O (configuration not stated)	0.3%	3%	4%	5.3%	4%	-27%	3%	7%	0.5%
CCOC(=O)N1CCC(NC(=S)Nc2ccc3nc(N4CCN(C)CC4)cc(C)c3c2)CC1	5.3%	-9%	-20%	-2.1%	9%	4%	16%	-2%	0.8%
COCC(C)NC(=O)c1cc(-c2ccc(OC)c(OC)c2)on1 (configuration not stated)	-4.9%	21%	0%	-0.5%	-12%	-9%	1%	2%	-0.4%
CC(=O)N1CCc2c(sc(NC(=O)CCS(=O)(=O)c3ccccc3)c2C#N)C1	5.3%	-31%	2%	0.8%	8%	-22%	-5%	2%	0.2%
CCOC(=O)N1CCN(Cc2nc(-c3ccccc3)no2)CC1	-2.4%	-7%	11%	0.8%	0%	-29%	11%	3%	-0.1%
Cc1nn(C)cc1N1C(=O)c2cccc3c(N)ccc(c23)C1=O	0.5%	-34%	34%	148%	-1%	-7%	0%	10%	0.1%
Cc1nn(CC(=O)N2CCN(c3ccccn3)CC2)c(=O)c2cc3sccc3n12	1.2%	-9%	7%	-0.1%	-5%	-23%	2%	4%	0.2%
Cc1cccc(Cl)c1OCCCCn1ccnc1	1.7%	4%	1%	0.4%	-5%	-8%	1%	4%	-0.1%
CCNC(=O)COc1ccc2ccccc2c1	12%	-17%	7%	-0.8%	8%	9%	6%	-3%	-2.3%
CCCOc1ccc(C(=O)NCCc2ccccc2)cc1	-2.2%	27%	2%	1.0%	-19%	-31%	7%	5%	0.3%
CC(=O)Nc1ccc(S(=O)(=O)NCCc2ccc(S(N)(=O)=O)cc2)cc1	7.4%	1%	0%	0.0%	11%	-2%	21%	-4%	0.3%
More results follow.
SMILES	KOR beta-arrestin-1	KOR beta-arrestin-2	AID2073	HIV peptide binding	GPR35 arrestin U2OS	NOD1 NF-kB reporter	GPR55 antagonists	Siah-1 displacement	GPR55 activation
Cc1cc(C)nc(N/N=C/c2ccc3c(c2)OCCO3)n1	-2.2%	-2%	-7%	1.0%	5%	-61%	-5%	3%	0.3%
CN(C)c1ccc(NC(=S)N2CCN(c3ncc(C(F)(F)F)cc3Cl)CC2)cc1	3.0%	-22%	3%	-1.0%	1%	-4%	2%	-9%	0.0%
O=[N+]([O-])c1ccc(CNc2ccc(F)cc2)s1	10%	6%	-9%	-2.6%	23%	44%	-9%	4%	-0.1%
CCN(CC)C(=O)C1CC(=O)OC1(C)C (configuration not stated)	·	20%	2%	-2.1%	9%	-10%	6%	1%	0.2%
CCOC(=O)N1CCC(N2Cc3cccc(C(=O)NCc4ccc(C)cc4)c3C2=O)CC1	5.4%	-20%	-3%	1.2%	-13%	0%	7%	-2%	-0.2%
CCOC(=O)C1(Cc2ccccc2)CCN(Cc2csc(C(C)=O)c2)CC1	·	2%	0%	-1.1%	13%	-3%	-4%	-1%	-0.3%
COc1ccc(CNC(=O)c2noc3c2CCCCC3)cc1	2.5%	-26%	2%	-0.1%	-11%	-17%	26%	-3%	-0.1%
CN(C)CCCNC(=O)c1ccc(=O)[nH]n1	1.9%	42%	-17%	-2.3%	8%	-1%	-7%	0%	0.1%
COc1cc(NC(=O)c2noc(C)c2[N+](=O)[O-])c(OC)cc1Cl	0.9%	2%	-1%	-0.6%	-6%	21%	25%	-2%	0.5%
O=C(CN(Cc1ccccc1)S(=O)(=O)c1ccc2c(c1)OCCO2)Nc1ccc2c(c1)OCCO2	2.2%	-53%	-2%	-0.9%	1%	·	4%	0%	0.1%
Cc1cc(N2CCOCC2)n2nc(C)c(-c3ccccc3)c2n1	1.4%	-3%	2%	-2.4%	20%	-29%	-2%	-4%	0.0%
CCOc1ccc(CNC(=O)CCn2c(=O)oc3ccccc32)cc1OC	-2.0%	-3%	10%	-2.0%	-1%	-6%	9%	2%	0.3%
CC(=O)N1CCC(=NNC(=O)CSc2cc(C)c(Br)cc2C)CC1	3.3%	-8%	-1%	-1.7%	-5%	-16%	-6%	-1%	-0.2%
O=[N+]([O-])c1cccc(-c2nc3ccc([N+](=O)[O-])cc3[nH]2)c1	-4.2%	11%	-6%	-2.4%	18%	-36%	2%	-12%	0.1%
O=C1CCCc2c1cc(C(=O)Nc1ccc(Cl)cn1)c(=O)n2-c1ccccc1	-3.2%	-29%	12%	1.4%	22%	31%	12%	0%	0.2%
O=[N+]([O-])c1ccccc1O[C@@H]1O[C@H](CO)[C@H](O)[C@H](O)[C@H]1O	-2.0%	36%	-11%	-1.3%	-1%	-2%	6%	15%	-0.3%
COCc1c(C(N)=O)nnn1-c1nonc1N	3.9%	-19%	3%	-0.5%	12%	8%	10%	-2%	0.3%
O=C(Nc1ccc(O)c2c(=O)cc(-c3ccccc3Cl)oc12)c1ccc(F)cc1	1.1%	-9%	8%	1.3%	4%	2%	8%	2%	0.0%
COc1ccc(OC)c(C2C(C(=O)c3cccs3)=C(O)C(=O)N2CCN2CCOCC2)c1 (configuration not stated)	-0.3%	-10%	-3%	-1.4%	0%	-1%	-6%	3%	0.0%
O=C(NCc1ccccc1)Nc1cccn(Cc2cccc(F)c2)c1=O	-3.7%	15%	2%	-0.3%	-5%	-9%	-2%	0%	0.2%
C=CCNc1sc(C(=O)c2ccccc2)c(N)c1C#N	3.2%	-20%	-2%	-1.8%	4%	-32%	8%	1%	-0.1%
Oc1ccc(CN2CCN(c3ncccn3)CC2)cc1	-3.5%	-17%[20 µM]	2%	-0.4%	6%	-20%	1%	6%	-0.3%
COCCNC(=O)c1nn2cccnc2c1Cl	-3.6%	32%	-2%	-1.0%	-1%	4%	8%	1%	-0.1%
CCc1ccccc1NC(=O)NCc1ccc2c(c1)OCO2	-1.5%	-27%	-1%	-0.2%	-7%	-36%	-7%	-3%	0.8%
CCCOc1ccc(/C=N/Nc2cccc([N+](=O)[O-])c2)c(O)c1	3.7%	-29%	-2%	-1.2%	-5%	46%	1%	-6%	0.2%
O=C(NC1Cc2ccccc2C1)c1cc(COc2ccc(F)cc2Cl)on1	3.6%	-27%	12%	1.5%	-11%	-4%	-11%	2%	-0.3%

Sorted by formula weight (high to low): 7 of the compounds above.
SMILES	KOR beta-arrestin-1	KOR beta-arrestin-2	AID2073	HIV peptide binding	GPR35 arrestin U2OS	NOD1 NF-kB reporter	GPR55 antagonists	Siah-1 displacement	GPR55 activation
O=C(Nc1ccc(O)c2c(=O)cc(-c3ccccc3Cl)oc12)c1ccc(F)cc1	1.1%	-9%	8%	1.3%	4%	2%	8%	2%	0.0%
CCOC(=O)C1(Cc2ccccc2)CCN(Cc2csc(C(C)=O)c2)CC1	·	2%	0%	-1.1%	13%	-3%	-4%	-1%	-0.3%
COc1cc(NC(=O)c2noc(C)c2[N+](=O)[O-])c(OC)cc1Cl	0.9%	2%	-1%	-0.6%	-6%	21%	25%	-2%	0.5%
Cc1cc(N2CCOCC2)n2nc(C)c(-c3ccccc3)c2n1	1.4%	-3%	2%	-2.4%	20%	-29%	-2%	-4%	0.0%
CCc1ccccc1NC(=O)NCc1ccc2c(c1)OCO2	-1.5%	-27%	-1%	-0.2%	-7%	-36%	-7%	-3%	0.8%
COCCNC(=O)c1nn2cccnc2c1Cl	-3.6%	32%	-2%	-1.0%	-1%	4%	8%	1%	-0.1%
CCN(CC)C(=O)C1CC(=O)OC1(C)C (configuration not stated)	·	20%	2%	-2.1%	9%	-10%	6%	1%	0.2%
